Source: PubChem (several laboratories)
Ba/F3 V617F tox: reduced viability of JAK2V617F-dependent Ba/F3 cells, primary screen, JAK2V617F inhibitor project, cell-based, Ba/F3 EpoR-JAK2V617F, luminescence; inhibition, % at 5.6 µM; 220,000 compounds, 1.1% hits; ATP luminescence;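 active means inhibition above the campaign mean plus 3 SD over all tested compounds, cut at about 24% in these data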;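 further: cytokine-independent growth of Ba/F3 cells driven by EpoR plus mutant JAK2; 0% = DMSO-treated cells and 100% = JAK inhibitor I control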
NPY Y1 blocker: NPY-Y1 receptor antagonists, primary screen, cell-based | HEK293-CNG Y1 cells, membrane potential fluorescence; NPY at EC95, then isoproterenol | 200,000 compounds, 1% hits | Neuropeptide Y receptor type 1 (Homo sapiens), P25929 | inhibition, % at 3.6 µM;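 active means inhibition above the campaign mean inhibition of all tested compounds plus 3 SD, cut at about 20% in these data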;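 further: 0% = DMSO wells given NPY plus isoproterenol and 100% = isoproterenol alone without NPY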
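Assay system: HEK293 Y1/CNG channel cell line; Doses: single compound dose of 3.6 µM, 0.4% DMSO; Timing: dye 3 h, compound 60 min room temperature, stimulation 45 min; Technique: Membrane-potential fluorescent dye readout; Measure: % inhibition of NPY effect.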
S1P4 ag: S1P4 receptor agonists, primary screen, cell-based; activation, % at 4.98 µM; AID 1509, 2009; S1P4-expressing cell line, agonist reporter assay; 220,000 compounds, 0.35% hits; in the data active means activation above about 11%;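 further: 0% = DMSO vehicle and 100% = reference agonist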
NCF1 inh: p47phox/p22phox peptide binding inhibitors, primary screen, biochemical, uHTS, NADPH oxidase regulatory subunit | fluorescence polarization, 2 h | inhibition, % at 24.7 µM | 220,000 compounds, 0.53% hits;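 active means inhibition above about 30%, limit read from the data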;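 further: 0% = p47phox with labelled peptide and 100% = labelled peptide alone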
Target sequence (P14598 whole entry, looked up): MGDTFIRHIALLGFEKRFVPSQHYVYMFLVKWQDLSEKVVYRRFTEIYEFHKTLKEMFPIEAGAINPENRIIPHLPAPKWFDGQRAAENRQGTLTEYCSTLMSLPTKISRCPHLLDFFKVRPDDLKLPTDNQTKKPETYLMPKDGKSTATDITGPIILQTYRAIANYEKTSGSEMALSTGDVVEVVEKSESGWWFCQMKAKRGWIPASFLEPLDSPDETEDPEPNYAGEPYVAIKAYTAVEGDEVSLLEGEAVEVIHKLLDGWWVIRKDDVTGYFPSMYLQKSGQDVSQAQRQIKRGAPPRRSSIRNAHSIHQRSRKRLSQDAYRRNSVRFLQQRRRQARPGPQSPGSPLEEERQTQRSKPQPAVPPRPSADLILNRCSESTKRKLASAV
NPY-Y2 PAM-ag: NPY-Y2 potentiators or agonists, primary screen, cell-based; Neuropeptide Y receptor type 2 (Homo sapiens), P49146; cells expressing NPY-Y2, potentiator/agonist read-out; activation, % at 3.6 µM; 220,000 compounds, 0.45% hits; in the data active means activation above about 27%;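 further: cells stimulated with NPY near EC25 plus isoproterenol at EC100; 0% = vehicle plus submaximal agonist and 100% = vehicle plus saturating agonist; some results beyond the cut were filed as inactive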
Target sequence (P49146 whole entry, looked up): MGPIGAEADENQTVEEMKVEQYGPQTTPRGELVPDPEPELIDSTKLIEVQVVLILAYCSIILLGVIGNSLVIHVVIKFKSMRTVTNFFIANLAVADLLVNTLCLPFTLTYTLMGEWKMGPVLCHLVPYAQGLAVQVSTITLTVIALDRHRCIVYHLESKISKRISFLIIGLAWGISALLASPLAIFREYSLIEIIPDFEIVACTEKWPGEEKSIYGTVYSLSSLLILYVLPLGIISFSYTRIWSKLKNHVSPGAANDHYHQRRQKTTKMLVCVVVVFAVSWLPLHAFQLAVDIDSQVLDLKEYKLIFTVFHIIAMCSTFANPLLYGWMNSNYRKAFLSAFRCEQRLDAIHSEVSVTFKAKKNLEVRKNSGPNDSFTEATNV
NPY1 pot ag: NPY-Y1 receptor potentiators or agonists, primary screen, cell-based; activation, % at 3.6 µM; NPY-Y1 expressing cells, potentiator/agonist activation; Neuropeptide Y receptor type 1 (Homo sapiens), P25929; 220,000 compounds, 0.37% hits; AID 1304, 2008; in the data active means activation above about 33%, passing the limit was not always enough;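 further: cells stimulated with NPY at EC10 then isoproterenol at EC100; 0% = low agonist plus stimulus and 100% = saturating agonist plus stimulus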
CHOP inh: inhibitors of CHOP promoter induction, primary screen, cell-based, unfolded protein response, luciferase reporter; CHO-K1 CHOP-promoter luciferase, tunicamycin-induced, 15-18 h; inhibition, % at 10 µM; 220,000 compounds, 3.8% hits;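 active means compounds that reduced the stress-induced luciferase reporter signal by more than about 70% of percent inhibition, limit read from the data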;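 further: 0% = tunicamycin plus vehicle and 100% = wells without tunicamycin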
BaF3 tox: parental Ba/F3 cell viability inhibition, counter-screen for JAK2V617F inhibitor project, murine pro-B, CellTiter-Glo luminescence; CellTiter-Glo ATP luminescence; inhibition, % at 5.6 µM; 220,000 compounds, 1.1% hits;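 active means inhibition above a per-campaign cutoff, the mean inhibition of all tested compounds plus 3 SD, cut at about 27% in these data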;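 further: 0% = DMSO wells and 100% = JAK Inhibitor I control wells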
S1P4 antagonist: S1P4 receptor antagonists, primary screen, cell-based. Sphingosine 1-phosphate receptor 4 (Homo sapiens), O95977. S1P4-expressing cells, antagonist mode, reporter read-out. inhibition, % at 4.98 µM. 220,000 compounds, 0.26% hits. AID 1510, 2009; in the data active means inhibition above about 29%;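 further: 0% = wells stimulated with agonist and 100% = vehicle wells without agonist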
* = called active by the depositor; . = not tested or not shown.

Every second line gives: Ba/F3 V617F tox, NPY Y1 blocker, S1P4 ag, NCF1 inh, NPY-Y2 PAM-ag, NPY1 pot ag, CHOP inh, BaF3 tox, S1P4 antagonist
C/C(=N\NC(=O)c1cccs1)c1cccnc1
→ -2, 1, 2.0, -4, 4, 7, 19, 5, -7
O=C(COC(=O)CCSc1ccccc1)Nc1ccc(F)cc1Cl
→ 0, 7, 31*, -4, -12, -16, 61, 5, -13
COCC1CCN(Cc2cn(-c3ccccc3F)nc2-c2cc(C)sc2C)CC1
→ -3, 6, -1.1, 1, -17, -6, 62, 3, 0
COC(=O)c1ccccc1NS(=O)(=O)c1ccc(F)cc1
→ 2, 14, 2.5, -4, 1, -24, 12, 3, -9
CCC1CCCCN1C(=S)NC(=O)c1ccc([N+](=O)[O-])cc1 (stereo not given)
→ -3, 3, 0.3, -14, 1, -8, -39, 2, -4
CCCCOc1ccc(C2CC(=O)N(C)C2=O)cc1 (stereo not given)
→ -2, 3, 1.6, -9, 13, 0, 20, 3, 2
CCCNS(=O)(=O)c1ccc(NC(=O)c2ccccn2)cc1
→ -4, -4, -1.1, -7, -9, -21, 15, 1, -27
COc1ccc(C2C3=C(CCCC3=O)NC3=C2C(=O)c2ccccc23)cc1 (stereo not given)
→ -1, ., 0.3, 0, 25, 21, 12, 2, 1
COc1ccc(-c2nc3n(n2)C(c2ccccc2)C2=C(CCCC2=O)N3)cc1OC (stereo not given)
→ 0, -1, -0.9, ., -3, 8, ., 11, 14
Nc1cc(Cl)ccc1C(=O)OCC(=O)N1CCOCC1
→ -2, ., -1.4, -3, -4, -3, -9, -2, -14
O=C(/C=C/c1ccc(N2CCOCC2)cc1)c1ccccc1
→ -1, -7, 1.0, -35, -4, -3, 15, 3, -10
COC(=O)c1sc2nc(N3CCCCC3)c3c(c2c1N)CC(C)(C)N(C)C3
→ 0, 4, 0.2, ., -2, -9, ., 5, -2
CCCCCC(=O)N(O)C1CC(=O)N(c2ccccc2)C1=O (stereo not given)
→ -1, 2, -1.5, 0, -41, -24, 16, 4, -5
O=C(CSc1nnc(CNC(=O)C23CC4CC(CC(C4)C2)C3)n1-c1ccccc1)Nc1ccc(F)cc1
→ -3, -2, 0.4, -7, 10, 1, 51, 3, -11
CCCNS(=O)(=O)c1ccc(CCC(=O)Nc2cc(Cl)ccc2Oc2ccccc2)cc1
→ 3, -2, -0.4, -12, -14, 26, 90*, 6, -26
CSc1cccc(NS(=O)(=O)c2cccs2)c1
→ 2, -7, 1.0, -6, 4, 8, 20, 8, -4
CCN(CC)C(=O)CSc1nnc(-c2ccccn2)n1Cc1ccccc1
→ 1, ., 1.3, -14, -18, -1, 10, -1, 2
COc1ccc2oc(C(=O)OC/C(O)=C(\C#N)c3nc4ccccc4[nH]3)c(C)c2c1
→ 3, ., 2.5, -79, -15, -31, 95*, -1, -6
CCOC(=O)Cc1cn2c(=O)cc(CSCC(=O)Nc3ccc(C)c(C)c3)nc2s1
→ -2, -3, 2.7, 1, 4, 4, -10, 4, -19
CCOC(=O)C1CCCN(C(=S)Nc2ccc(C)cc2C)C1 (stereo not given)
→ -5, 0, 0.8, 3, 15, -8, 18, 0, 5

A second format for some results above:
SMILES,Ba/F3 V617F tox,NPY Y1 blocker,S1P4 ag,NCF1 inh,NPY-Y2 PAM-ag,NPY1 pot ag,CHOP inh,BaF3 tox,S1P4 antagonist
COc1ccc(C2C3=C(CCCC3=O)NC3=C2C(=O)c2ccccc23)cc1 (stereo not given),-1,.,0.3,0,25,21,12,2,1
COc1ccc(-c2nc3n(n2)C(c2ccccc2)C2=C(CCCC2=O)N3)cc1OC (stereo not given),0,-1,-0.9,.,-3,8,.,11,14
Nc1cc(Cl)ccc1C(=O)OCC(=O)N1CCOCC1,-2,.,-1.4,-3,-4,-3,-9,-2,-14
O=C(/C=C/c1ccc(N2CCOCC2)cc1)c1ccccc1,-1,-7,1.0,-35,-4,-3,15,3,-10
COC(=O)c1sc2nc(N3CCCCC3)c3c(c2c1N)CC(C)(C)N(C)C3,0,4,0.2,.,-2,-9,.,5,-2
CCCCCC(=O)N(O)C1CC(=O)N(c2ccccc2)C1=O (stereo not given),-1,2,-1.5,0,-41,-24,16,4,-5
O=C(CSc1nnc(CNC(=O)C23CC4CC(CC(C4)C2)C3)n1-c1ccccc1)Nc1ccc(F)cc1,-3,-2,0.4,-7,10,1,51,3,-11
CCCNS(=O)(=O)c1ccc(CCC(=O)Nc2cc(Cl)ccc2Oc2ccccc2)cc1,3,-2,-0.4,-12,-14,26,90*,6,-26
CSc1cccc(NS(=O)(=O)c2cccs2)c1,2,-7,1.0,-6,4,8,20,8,-4
CCN(CC)C(=O)CSc1nnc(-c2ccccn2)n1Cc1ccccc1,1,.,1.3,-14,-18,-1,10,-1,2
COc1ccc2oc(C(=O)OC/C(O)=C(\C#N)c3nc4ccccc4[nH]3)c(C)c2c1,3,.,2.5,-79,-15,-31,95*,-1,-6
CCOC(=O)Cc1cn2c(=O)cc(CSCC(=O)Nc3ccc(C)c(C)c3)nc2s1,-2,-3,2.7,1,4,4,-10,4,-19
CCOC(=O)C1CCCN(C(=S)Nc2ccc(C)cc2C)C1 (stereo not given),-5,0,0.8,3,15,-8,18,0,5

(list continues)
Every second line gives: Ba/F3 V617F tox, NPY Y1 blocker, S1P4 ag, NCF1 inh, NPY-Y2 PAM-ag, NPY1 pot ag, CHOP inh, BaF3 tox, S1P4 antagonist
Cc1nn(C)cc1CN(C)C(=O)c1nn2c(c1Br)NC(c1cccs1)CC2C(F)(F)F (stereo not given)
→ -2, -8, 2.8, 4, 20, 9, 16, 1, -13
O=C(Cn1nc(-c2ccccc2)ccc1=O)NCCN1CCN(c2cccc(Cl)c2)CC1
→ 0, 3, -3.9, -1, -6, 2, 49, 4, 1
OC(CNc1nc2ccccc2s1)c1ccccc1 (stereo not given)
→ -3, 1, 0.1, 8, 4, 13, -21, -2, -5
NC(=O)COC(=O)c1oc2ccccc2c1CSc1ccc(Cl)cc1
→ 4, 2, -1.1, -3, 2, -28, 44, 6, -12
COc1ccc2oc(=O)c(/C(C)=N/NC(=O)c3ccncc3)cc2c1
→ -2, 3, -0.3, -16, 1, 0, 6, 4, -9
Cc1ccc2nc(NCc3ccccc3)c(C=NCc3cccnc3)c(=O)n2c1
→ 5, ., 0.8, 0, -19, 16, 48, 0, 6
COc1ccc(C(=O)NC(=O)COC(=O)c2ccc3ncsc3c2)cc1
→ 2, -2, -2.1, -7, 0, -6, -28, 12, -4
COc1ccc(S(=O)(=O)NCC2CCC(C(=O)NCCC(C)C)CC2)cc1 (stereo not given)
→ -2, -5, 2.8, -3, -2, 3, 28, -1, 7
O=C(Cn1c(NCCO)nc2ccccc21)c1cccs1
→ 2, 3, -0.8, 7, -9, 0, 5, 3, -8
COC(=O)c1ccc(COC(=O)Cc2n[nH]c(=O)c3ccccc23)cc1
→ 3, -1, -0.2, 5, -2, -2, 6, 6, -2
CC1CCCC(NC(=O)COC(=O)c2ccc3ccccc3n2)C1C (stereo not given)
→ 3, 4, 0.3, -19, -19, 0, 19, 2, 3
CCC(=NCCc1c(C)[nH]c2ccc(C)cc12)C1=C(O)CC(c2ccccc2)CC1=O (stereo not given)
→ -2, 9, -1.8, -17, -3, -5, -5, 6, -10
COc1cc(OC)nc(NC(C)=O)n1
→ -6, -3, -0.2, -5, 4, 14, -16, 2, 3
CCn1c2ccccc2c2cc(NC(=O)c3ccc([N+](=O)[O-])cc3)ccc21
→ 2, 2, -3.3, -3, 3, -14, 16, 4, -12
Cc1ccc(OC(=O)c2ccc(C)c(C)c2)cn1
→ 3, 1, -1.8, -10, -10, -27, -20, 1, -23
O=C(NNC(=S)NC(=O)c1cccnc1)c1ccc(F)cc1
→ -3, ., 0.8, -7, 3, -1, 5, -4, 8
O=c1cc(NC2CCCCC2)c2ccccc2o1
→ 0, 2, 3.0, -8, 13, 2, 11, 6, 0
CCCn1c(C)cc(=O)c2cc(NC(=O)c3ccccn3)ccc21
→ 4, -7, 1.9, -19, 21, 4, 16, 7, -2
CNC(=O)N/N=C(\N)c1ccccn1
→ -3, ., 0.3, -10, 17, 17, -8, -1, -10
CC(=O)NC(=S)Nc1ccccc1N1CCN(C(=O)c2ccccc2)CC1
→ 2, 4, 1.4, -3, -3, 6, 12, 7, -12
COc1ccc(S(=O)(=O)N2CCCOC2CNC(=O)C(=O)NCCCn2ccnc2)cc1 (stereo not given)
→ -1, 1, -1.0, ., -7, 21, 15, -2, 0
CCOC(=O)c1c(-c2ccc(F)cc2)csc1/N=C/N(C)C
→ -3, -5, 0.8, -17, -9, 5, 14, -3, 3
CCOc1ccc(C(=O)/C=C/c2cc(OC)c(OC)c(OC)c2)cc1
→ -2, 10, -0.9, 10, -4, 3, -20, 2, -17
O=C(c1cc(-c2ccccn2)nc2ccc(Cl)cc12)N1CCN(CCc2ccccc2)CC1
→ -5, 12, -0.9, -25, 4, -10, 19, 0, 14
CS(=O)(=O)N(CC(=O)NCc1ccccc1)Cc1ccc(Cl)cc1
→ -1, 1, 0.2, -6, -9, -13, -10, -1, 8
Cc1ccc(Cn2cccc(NC(=O)CCC3CCCC3)c2=O)cc1
→ 1, ., 1.1, -18, -13, 1, 27, -7, -7
CC1=C(C#N)CCC(=O)N1Cc1c(C)cc(C)cc1C
→ -1, 1, -0.6, -1, -4, -13, 20, 1, -45
CCC(=O)N1CCc2cc(S(=O)(=O)CCC(=O)NCc3ccco3)ccc21
→ -2, 1, 2.3, -6, -12, -1, 8, 3, 11
COc1ccc(CN(C)CC(=O)NC(C)c2ccccc2)c(OC)c1 (stereo not given)
→ 5, 4, 0.7, ., -7, -8, 1, 1, 1
CSc1nnc(C)c(=O)n1COC(=O)c1ccc([N+](=O)[O-])cc1
→ -4, 6, 0.2, 6, 1, -2, 7, 1, 4
CCC(C)Nc1nc(OC(C(F)(F)F)C(F)(F)F)nc(OC(C(F)(F)F)C(F)(F)F)n1 (stereo not given)
→ -1, 5, 2.0, -6, 1, 11, 8, 1, -15
CC(C)(C)c1ccc(C(=O)NC(=S)Nc2nc3c(s2)CCCC3)cc1
→ -6, 6, -0.7, -21, -2, 12, -14, 2, -9
O=S(=O)(ON(c1ccccc1)S(=O)(=O)c1ccccc1)c1ccccc1
→ 1, -2, 3.7, -6, 11, -6, -4, 2, 11
COc1ccc(NC(=O)Nc2cccc(NC(C)=O)c2)c(OC)c1
→ -3, 3, 0.3, 1, -3, 7, 8, 3, -7
CN(C)S(=O)(=O)c1cccc(-c2nn(-c3ccccc3)cc2/C=C2\SC(=S)NC2=O)c1
→ 4, -1, 1.5, -100, -2, -4, 31, 8, -23
C/C(N)=N\S(=O)(=O)c1ccc(Cl)cc1
→ 0, 3, 1.9, -3, -13, 4, -26, 4, -6
CCCNC(=O)c1csc2c1CCCCC2
→ 1, 1, 1.5, -9, -6, -20, 47, 2, -2
COc1ccc(OC)c(/C=N/N(C)c2ccccc2)c1
→ 1, 0, 2.5, -15, 5, -9, 72*, 5, -2
COc1ccc(OCCC(=O)N2CCOCC2)cc1
→ -3, 1, 0.9, -1, 2, -5, 23, 1, -9
O=C(Nc1ccc2c(c1)OCO2)C1CCCN1C(=O)Nc1ccccc1F (stereo not given)
→ 2, 6, 2.6, -17, 0, -7, 37, 0, 2
